Pf growth 96h = Primary qHTS for delayed death inhibitors of the malarial parasite plastid, 96 hour incubation; AID 504834, 2011; Potency, µM (series often up to 28.7 µM), without a hit: at the highest dose activity change, negative = inhibition, hits mostly inhibitors; actives 6.9% (n = 320,000); P. falciparum luciferase reporter growth, 96 h; further: potency means the concentration at half of the fitted maximal effect; on the % scale 0 is the no-effect control and ±100 the full control effect
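Readout is luminescence from an integrated firefly luciferase in P. falciparum. Red cells, 2% hematocrit and 0.05% parasitemia final, were cultured with compound through two parasite generations (96 hours) at 37 C, 5% CO2.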
LmPK inhibitor = qHTS Assay for Inhibitors of Leishmania Mexicana Pyruvate Kinase (LmPK). Q27686. Potency, µM (highest dose often 57.5 µM), inactives show at the highest dose activity change, negative = inhibition, most hits filed as inhibitors. purified LmPK, Kinase-Glo ATP luminescence, 1 h. AID 1721, 2009. actives 0.37% (n = 290,000); further: potency means the concentration at half of the fitted maximal effect; on the % scale 0 is the no-effect control and ±100 the full control effect
Target sequence (Q27686 whole entry, looked up): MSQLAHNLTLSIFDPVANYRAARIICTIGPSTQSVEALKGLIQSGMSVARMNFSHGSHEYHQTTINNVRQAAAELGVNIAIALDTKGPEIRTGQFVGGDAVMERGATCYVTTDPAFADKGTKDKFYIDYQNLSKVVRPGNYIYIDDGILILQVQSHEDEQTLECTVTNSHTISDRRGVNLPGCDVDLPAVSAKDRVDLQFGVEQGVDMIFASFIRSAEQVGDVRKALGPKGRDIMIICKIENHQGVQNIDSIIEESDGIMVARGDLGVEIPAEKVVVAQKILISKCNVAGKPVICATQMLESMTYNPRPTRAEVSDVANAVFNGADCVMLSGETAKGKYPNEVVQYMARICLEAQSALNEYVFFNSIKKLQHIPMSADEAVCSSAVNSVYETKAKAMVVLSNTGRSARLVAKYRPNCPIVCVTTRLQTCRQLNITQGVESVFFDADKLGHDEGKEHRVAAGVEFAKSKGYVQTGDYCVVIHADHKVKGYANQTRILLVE
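qHTS format; LmPK 0.1 nM; substrates PEP 0.5 mM and ADP 0.1 mM. One-hour room-temperature incubation, then coupled luciferase luminescence; 0.5 nM enzyme wells mark activation.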
HCV inh = qHTS Assay for Inhibitors of Hepatitis C Virus (HCV). Potency, µM (top dose mostly 41.8 µM), for inactives: at the top dose activity change, negative = inhibition, usual class: inhibitors. Huh7.5.1 HCVcc-Cre infection, luciferase reporter, 44 h. actives 3.4% (n = 340,000); further: potency means the concentration at half of the fitted maximal effect; on the % scale 0 is the no-effect control and ±100 the full control effect
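Seed cells (1,000/well) for 4 h; treat with compound and infect with HCVcc-Cre, moi about 0.5. Incubate 44 h, then detect luciferase activity.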
Shiga toxin inh = A qHTS for Small Molecule Inhibitors of Shiga Toxin | inhibition, % at 38.7 µM | Vero cells, Shiga toxin protein synthesis inhibition reporter | actives 9.2% (n = 290,000) | AID 2315, 2010; in the data active means inhibition mostly above about 28%, no sharp cut-off; inactive means mostly below about 43%; further: 0% is about no effect
Pf growth 48h = Primary qHTS for delayed death inhibitors of the malarial parasite plastid, 48 hour incubation. P. falciparum luciferase growth in erythrocytes, 48 h. Potency, µM (top dose mostly 28.7 µM), for inactives: top-dose activity change, negative = inhibition, usual class: inhibitors. actives 5.9% (n = 310,000). AID 504832, 2011; further: potency means the concentration at half of the fitted maximal effect; on the % scale 0 is the no-effect control and ±100 the full control effect
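Luciferase-expressing parasites in RBCs, 2% Hct / 0.1% parasitemia final; RPMI 1640 + 0.5% Albumax; 37 C, 5% CO2, one generation; luminescence read-out, lower signal = inhibition.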
Cycloheximide cs = Cycloheximide Counterscreen for Small Molecule Inhibitors of Shiga Toxin | actives 12% (n = 300,000) | max response, % | cell reporter, cycloheximide protein synthesis inhibition counterscreen; in the data active means max response mostly above about 13%, no sharp cut-off; inactive means mostly below about 14%; further: read at 38.3 µM for the half of the compounds with a filed dose; 0% is about no effect
TbPYK inhibitor = qHTS of Trypanosoma Brucei Inhibitors. TbPYK enzyme, Kinase-Glo Plus ATP luminescence, 45 min. pyruvate kinase (Trypanosoma brucei), Q57TT1. actives 0.12% (n = 410,000). Potency, µM (titrated, usually from 76.8 µM), for the others: at the top dose activity, negative = inhibition, actives largely listed as inhibitors; further: potency means the concentration at half of the fitted maximal effect; on the % scale 0 is the no-effect control and ±100 the full control effect; nearly all actives have a fitted effect of over 50% in size
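ADP (130 uM final) triggers the TbPYK reaction after compound addition; incubation is 45 min at room temperature. Kinase-Glo Plus is then added and luminescence imaged. Normalized data are fitted to concentration-effect curves.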
Active calls of the source: *; ? = inconclusive; nt = not tested or not shown; & = joins results of further samples; [ ] = another dose, or the depositor's remark. Unless noted, the call rests on the fitted dose curve; in most records, active means well fitted curve in the direction sought with a large enough effect; inconclusive means small, poorly fitted or top-dose-only effect, or another doubt; inactive means no such curve, though single readings can be large; an effect the other way counts as inactive or inconclusive.

SMILES	Pf growth 96h	LmPK inhibitor	HCV inh	Shiga toxin inh	Pf growth 48h	Cycloheximide cs	TbPYK inhibitor
CC(NC(=O)CCc1nnc(CCCc2ccccc2)o1)c1ccccc1 (configuration not stated)	-12.1%	-4.8%	?	93.8*	-1.1%	28.7*	-7.2%
O=C(NCc1ccccc1C(F)(F)F)C1CCC(=O)N(C2CC2)C1 (configuration not stated)	-45.2%	1.8%	5.1%	8.9	14.1%	11.2	13.7%
Cc1ccc(S(=O)(=O)NC(=O)NC(=O)N(C)S(=O)(=O)c2ccc(C)cc2)cc1	0.0%	-6.2%[11.5 µM]	16.3%	-10.6	22.5%	13.7	6.3%
CCCCN(CCCC)CCNC(=O)c1cn(C)c2ccc(S(=O)(=O)N3CCCC3)cc2c1=O	11.7µM*	5.5%	4.7%	1.4	-18.6%	-3.4	0.0%&-24.0%
Cc1c(C(=O)NCc2ccc3c(c2)OCO3)cccc1[N+](=O)[O-]	290.0%[activator]	4.8%	8.9%	-2.7	19.1%	-0.9	-1.3%
O=C(NCCn1ccc2ccccc21)c1ccc(S(=O)(=O)N2CCCCC2)cc1	?	9.4%	?	-7.5	11.7µM*	3.0	-0.6%
Cc1ccc(C)c(CN2C(=O)COc3ccccc32)c1	?	1.1%	8.6%	-5.0	4.3%	1.0	-1.5%
O=C(NC1CC1)C(=O)c1c(-c2ccccc2)[nH]c2ccccc12	-15.6%	-3.8%	-10.1%[8.37 µM]	-18.7	14.0%	-3.7	2.1%
Cc1ccc(CNc2ncnc3cc(Cl)ccc23)cc1	?	0.4%	11.2µM*	-4.8	?	-0.9	0.0%
CCCc1nc2oc3c(=O)[nH]cnc3c2c2c1COC(C)(C)C2	?	-1.5%	-6.4%	21.2	-18.4%	1.6	-0.4%
Cc1cc(C)cc(NC(=O)N2CCN(S(C)(=O)=O)CC2)c1	-10.9%[5.75 µM]	2.0%	3.4%	24.2	-26.8%[5.75 µM]	-5.3	-0.2%
Cc1ccc(SCc2ccc(C(=O)Nc3ccccc3C(=O)NC(C)C)cc2)cc1	422.7%[activator]	1.8%	-1.0%	1.6	-4.9%	-2.0	3.9%
CC1CCCC(C)N1C(=O)c1cccc2c1-c1ccccc1/C2=N/O (configuration not stated)	-3.1%	2.6%	-2.3%	-6.3	-2.2%	-1.5	2.2%
Cn1nc(C(F)(F)F)c(CO)c1Sc1ccc(F)cc1	48.0%[activator]	2.8%	-5.9%	-5.7	4.9%	-3.2	7.3%
Cn1c(=NC(=O)CS(=O)(=O)c2ccccc2)sc2ccccc21	39.1%[activator]	nt	-25.5%	nt	74.7%[activator]	nt	0.2%
CCN(C(=O)C1=COCCO1)c1nc2c(C)cccc2s1	73.6%[activator]	nt	-11.3%[8.37 µM]	nt	44.3%[activator]	nt	1.6%
COC(=O)N/N=C/c1cc([N+](=O)[O-])cc(Br)c1O	0.3%	-5.9%	9.3%	-8.3	18.4%	-5.3	-0.3%
O=C1C(=O)N(c2ccccc2)c2ccccc21	nt	0.9%	31.6%[activator]	14.0	8.5%	-2.9	0.3%
CC1CCN(C(=O)CNC(=O)c2ccc(Cl)cc2Cl)CC1	94.3%[activator]	-4.7%	5.7%	49.7*	nt	27.2*	0.8%
O=C(CN1CCN(S(=O)(=O)c2ccccc2)CC1)NC(=O)NCc1ccccc1	2.9%	3.0%	-5.9%	23.6	32.6%[activator]	6.1	-8.6%
CC(C)N1CCN(Cc2ccc(-c3ccccc3Cl)o2)CC1CCO (configuration not stated)	?	10.6%	?	-13.6	?	1.4	3.4%
NC(=O)Cc1ccc2sc(-c3ccccc3)nc2c1	356.5%[activator]	?	-13.6%	79.9*	207.8%[activator]	75.6*	-13.2%
O=C(Sc1ccccc1)c1cccc(Cn2cc(C(F)(F)F)ccc2=O)c1	1.0%	0.6%	0.2%	-4.2	5.9%	1.9	0.1%
COc1ccc(Cl)cc1S(=O)(=O)N1CCC(C(=O)NC2CC2)CC1	8.28µM*	-0.3%	10.4%	-8.1	?	-3.0	-4.4%
O=C(COc1ccc(Cl)cc1)Nc1cccc(S(=O)(=O)NCc2ccco2)c1	-21.6%	nt	31.6µM*	nt	-29.7%	nt	-2.6%
COc1cccc(CC(NC(C)=O)C(=O)NC2CCN(C(=O)C3CC3)CC2)c1OC (configuration not stated)	11.0%	1.0%	-4.3%	19.8	-19.0%	-5.6	3.2%
CC(S)C(=O)NCC(=O)O (configuration not stated)	-28.2%	nt	nt	15.5	-11.1%	-9.4	2.2%
Cn1cc(C(=O)N/N=C/c2cccc([N+](=O)[O-])c2)c2ccccc21	-24.5%	8.3%	-29.5%	21.3	-12.7%	-2.3	2.6%
C=CCOc1ccc(-c2nc3c(c(=O)[nH]c(=O)n3CCC)n2CCCC)cc1	7.3%	4.8%	5.2%	3.9	-0.4%	-0.9	2.6%
Cc1ccc(/C(O)=C2\C(=O)C(=O)N(CC(C)O)C2c2ccccn2)cc1 (configuration not stated)	-19.7%	1.5%	8.8%	36.9	-10.3%	1.0	2.0%
O=C(Nc1ccc(Cl)cc1)c1ccc(-c2ccccn2)s1	11.1%	0.8%	-0.2%	71.6*	133.6%	41.9*	1.3%
CCOC(=O)c1c(NC(=O)CSc2nnc(C)s2)sc2c1CCC(CC)C2 (configuration not stated)	?	6.1%	?	-3.9	?	-2.2	-1.3%
Cc1ccc(CNC(=O)N2CCN(c3ccc(C)cc3)CC2)cc1	-6.1%	1.5%	-10.8%	-13.9	?	-0.9	2.5%
CCN(CC)S(=O)(=O)c1ccc(OC)c(NC(=O)COc2ccc3c(C)cc(=O)oc3c2)c1	2.62µM*	-0.7%	?	-8.6	?	-4.8	-1.7%
COc1ccc(S(=O)(=O)N2CCN(C(=O)CCCN3C(=O)NC4(CCCC4)C3=O)CC2)cc1	?	nt	-11.0%	nt	-10.3%	nt	-1.3%
COc1ccc(NC(=O)C#Cc2ccccc2)cc1OC	7.9%	-10.2%	?	38.6	?	12.5*	-0.5%
Clc1ccc(C2NCCc3sccc32)cc1 (configuration not stated)	24.1%	-0.4%	-1.9%	2.4	17.0%	-2.9	3.9%
COc1cnc(-c2ccccn2)nc1Oc1ccccc1	?	2.4%	-4.1%	-4.1	11.7µM*	0.7	0.3%
CCCOc1ccc(/C(O)=C2/C(=O)C(=O)N(CCCn3ccnc3)C2c2ccc(C)o2)cc1 (configuration not stated)	23.0%	10.2%	7.4%	11.0	12.8%	-2.1	-2.6%
O=C(Nc1cc(Cl)ccc1-n1cncn1)c1cc(S(=O)(=O)N2CCOCC2)ccc1F	-13.0%	5.5%	-17.3%	-2.4	-2.5%	0.8	-0.4%
NC(=O)c1ccc[n+](CC(=O)NCc2ccc(Cl)cc2)c1	12.3%	-0.6%	37.9%[activator]	16.8	nt	-1.6	4.6%
COc1ccc(NS(=O)(=O)c2ccc(N3CCOCC3)c(NC(=O)c3ccccc3Br)c2)cc1	9.28µM*	1.1%	-25.9%	17.3	?	-1.2	0.0%
CCc1nnc(NC(=O)Cc2sc(C)nc2-c2ccc(C)cc2)s1	0.0%	7.4%	-20.5%	15.0	0.0%	5.7	-0.5%
Cc1ccc(-c2nn(CC(=O)NCc3ccco3)c(=O)c3ccccc23)cc1	0.9%	-4.3%	?	5.7	30.8%[activator]	-1.8	-0.7%
COc1cc(OC)cc(C2=NCCN2)c1	4.9%	1.3%	4.4%	-21.1	3.8%	-2.1	4.6%
CC1(C)C2CCC1(C)C(OC(=O)C[n+]1ccccc1N)C2 (configuration not stated)	29.6%	-0.1%	1.1%	-5.6	10.1%	-0.8	2.5%
COc1ccc(-c2nnc(SCc3ccccn3)n2C)cc1	?	-0.4%	15.9%	45.3*	85.2%[activator]	26.4*	-5.7%
COc1cc(/C=C/C(=O)NCCn2c(C)cc3ccccc32)cc(OC)c1OC	?	-1.0%	?	-12.3	?	-3.1	-3.3%
S=C(NC1CCCCC1)NC1CC2C=CC1C2 (configuration not stated)	?	5.3%	-18.6%	4.6	-15.5%	1.1	-1.0%
Cc1cc2c(cc1S(=O)(=O)NCc1ccccc1)OCC(=O)N2	18.7%	2.4%	0.9%	-7.2	21.6%	-3.7	0.1%&-1.0%
Cc1ccc(C(=O)N/C(=C\c2cccs2)C(=O)NCCCN2CCOCC2)cc1	29.5%	-1.0%	?	-12.5	25.4%	-1.8	4.9%
Cc1c(C(c2cccs2)c2c(C)n(C)n(-c3ccccc3)c2=O)c(=O)n(-c2ccccc2)n1C	?	-0.4%	9.9%	6.9	?	-2.5	2.7%
CC(Oc1ccc(Cl)cc1Cl)C(=O)NC(=S)N1CCc2ccccc21 (configuration not stated)	48.2%[activator]	7.0%	1.1%	12.2	24.7%	3.8	-18.3%
Cc1ccc2c(cnn2C(=O)CCCC(=O)NCc2ccc(Cl)cc2)c1	1.9%	3.8%	-4.9%	4.6	41.1%[activator]	-1.2	-0.7%
Cc1nnc(SCc2cccc([N+](=O)[O-])c2)[nH]c1=O	28.0%	-1.2%	-0.8%	23.4	15.5%	-2.3	5.0%
Cc1ccc2c(COC(=O)C3=COCCO3)cc(=O)oc2c1	?	5.0%	0.7%	89.2*	nt	64.0*	1.3%
CCc1nc(SCC(=O)NC2CCCC2)c2c(=O)n(C)c(=O)n(C)c2n1	0.7%	-1.0%	-8.7%	-10.9	-2.1%	-4.2	5.6%
COc1ccc(CNc2nc3c(c(=O)[nH]c(=O)n3C)n2Cc2ccccc2C)cc1	?	0.5%	-1.0%	-8.5	nt	-5.2	0.5%
CCc1ccc(NC(=O)C(C)OC(=O)CCC(=O)c2cccs2)cc1 (configuration not stated)	60.8%[activator]	4.9%	9.2%	13.7	40.3%[activator]	-1.1	10.3%
CC(C)Cn1c(SCC(=O)Nc2cc(Cl)c(Cl)cc2Cl)nc(O)cc1=O	?	nt	18.2%	nt	?	nt	-1.4%

Four of these compounds in a different format.
Cn1c(=NC(=O)CS(=O)(=O)c2ccccc2)sc2ccccc21
  Pf growth 96h: 39.1%[activator]
  LmPK inhibitor: nt
  HCV inh: -25.5%
  Shiga toxin inh: nt
  Pf growth 48h: 74.7%[activator]
  Cycloheximide cs: nt
  TbPYK inhibitor: 0.2%
CCN(C(=O)C1=COCCO1)c1nc2c(C)cccc2s1
  Pf growth 96h: 73.6%[activator]
  LmPK inhibitor: nt
  HCV inh: -11.3%[8.37 µM]
  Shiga toxin inh: nt
  Pf growth 48h: 44.3%[activator]
  Cycloheximide cs: nt
  TbPYK inhibitor: 1.6%
COC(=O)N/N=C/c1cc([N+](=O)[O-])cc(Br)c1O
  Pf growth 96h: 0.3%
  LmPK inhibitor: -5.9%
  HCV inh: 9.3%
  Shiga toxin inh: -8.3
  Pf growth 48h: 18.4%
  Cycloheximide cs: -5.3
  TbPYK inhibitor: -0.3%
O=C1C(=O)N(c2ccccc2)c2ccccc21
  Pf growth 96h: nt
  LmPK inhibitor: 0.9%
  HCV inh: 31.6%[activator]
  Shiga toxin inh: 14.0
  Pf growth 48h: 8.5%
  Cycloheximide cs: -2.9
  TbPYK inhibitor: 0.3%

Screening results: PubChem BioAssay, National Center for Advancing Translational Sciences (NCATS)
